GC-B act: GC-B (human) receptor activation | HEK293-GC-B cells, CNP EC30, cGMP TR-FRET; 0% at EC30 CNP, 100% saturating CNP | activation, % at 10 µM | 370,000 tested, 0.11% active | AID 1920062;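 active = activation at 10 µM reaching about 35% in either raw or pattern-adjusted values, limit read from the data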
DDE Tn6 FP inh: disrupts Tn6 cyclic peptide binding to fibrin D-Dimer-E complex; P02675; Fibrin DD(E) TRITC-Tn6 fluorescence polarization displacement; inhibition, % at 8.3 µM; 370,000 tested, 0.21% active; AID 720509;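 active = inhibition above a per-campaign cutoff: mean of compounds within control limits plus 3 SD, cut at about 15% in these data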;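 note: 0% = median of all compound wells on the plate and 100% = blocking peptide control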
ADAM10 inh: ADAM10 inhibition, QFRET primary screen; 370,000 tested, 0.62% active; inhibition, % at 7 µM; recombinant ADAM10, EDANS/DABCYL FRET peptide cleavage, 3 h; O14672;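 active = inhibition above a per-campaign cutoff equal to the mean of compounds falling between control-based bounds plus 3 SD, cut at about 20% in these data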;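 note: 0% = DMSO wells while the 100% control is not disclosed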
ASAP1 inh: inhibitors of human ASAP1 ArfGAP activity. Q9ULH1. ASAP1-stimulated ARF1 GTP hydrolysis, GDP FP detection. inhibition, % at 16.5 µM. 360,000 tested, 0.19% active. AID 624377; in the data active = inhibition above about 25%;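 note: 0% = vehicle with enzyme and substrate and 100% = no enzyme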
Target sequence (Q9ULH1 325-724 limits assumed): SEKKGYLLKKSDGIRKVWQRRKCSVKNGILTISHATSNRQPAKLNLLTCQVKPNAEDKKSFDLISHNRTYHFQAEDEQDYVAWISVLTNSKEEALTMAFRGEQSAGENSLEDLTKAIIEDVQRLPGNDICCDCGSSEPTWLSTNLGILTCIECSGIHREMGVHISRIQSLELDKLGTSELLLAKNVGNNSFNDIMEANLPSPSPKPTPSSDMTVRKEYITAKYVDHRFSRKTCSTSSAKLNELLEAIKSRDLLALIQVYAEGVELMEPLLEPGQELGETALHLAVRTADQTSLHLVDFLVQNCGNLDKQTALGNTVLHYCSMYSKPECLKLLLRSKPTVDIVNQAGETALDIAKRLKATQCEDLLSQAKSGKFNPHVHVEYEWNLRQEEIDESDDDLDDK
FXN GAA850 act: frataxin GAA850 promoter activation. HEK293 lucGAA850 FXN promoter luciferase reporter, 24 h; percent of 10 µM SAHA response. 360,000 tested, 0.56% active. activation, % at 6 µM;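 active = activation above the average of all compounds screened plus 3 SD, cutoff fixed separately per campaign, cut at about 7.5% in these data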;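 note: 0% = DMSO wells and 100% = 10 µM SAHA wells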
rCAG RNA binder: r(CAG) repeat RNA binding; TO-PRO-1 dye displacement fluorescence; inhibition, % at 3 µM; 370,000 tested, 1.3% active;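 active = inhibition above the plate cutoff, the mean of all test compounds on that plate plus 3 SD, cut at about 35% in these data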;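 note: 0% = DMSO alone and 100% = 100 µM mitoxantrone as full dye displacement; higher means more dye released from RNA so lower well fluorescence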
ARFGAP1 inhibitor: rat ARFGAP1 inhibition; Arfgap1-stimulated ARF1 GTP hydrolysis, GDP FP detection; Q62848; inhibition, % at 16.5 µM; 360,000 tested, 0.26% active;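 active = inhibition above a per-plate limit, mean inhibition of low control wells plus 3 SD, cut at about 25% in these data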;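 note: 0% = DMSO wells with enzyme and 100% = wells lacking Arfgap1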
Target sequence (Q62848 1-136 limits assumed): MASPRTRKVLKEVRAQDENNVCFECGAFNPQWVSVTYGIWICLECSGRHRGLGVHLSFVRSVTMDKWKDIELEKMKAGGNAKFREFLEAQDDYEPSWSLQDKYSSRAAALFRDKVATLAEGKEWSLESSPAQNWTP
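Assay system: Rat Arfgap1 GAP domain (His6, aa 1-136), purified enzyme | Buffer or medium: HEPES 25 mM pH 7.5, NaCl 150 mM, MgCl2, DTT | Schedule: GTP hydrolysis reaction 2 h at 25 °C | Signal: FP of antibody-bound GDP Alexa 633 tracer, ex 620/em 688 nm | Measure: Percent inhibition of Arfgap1-stimulated GTP hydrolysis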
sPLA2-III inh: Blocks human group III sPLA2 activity; QFRET BODIPY PC-A2 liposome hydrolysis, fluorescence; inhibition, % at 12.2 µM; 370,000 tested, 0.56% active;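 active = inhibition above mean plus 3 SD of compounds lying within the high and low control bounds, cut at about 19% in these data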;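 note: 0% = median of test compound wells and 100% = no enzyme DMSO wells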
GC-A act: GC-A (human) enzyme activation | P16066 | 370,000 tested, 0.14% active | activation, % at 10 µM | AID 1671463 | HEK293 GC-A cells, cGMP TR-FRET, EC30 ANP; 0% at EC30 ANP, 100% saturating ANP; in the data active = activation above about 40%
proKLK7 act: activators of human kallikrein-7 zymogen; AID 652039; 370,000 tested, 0.9% active; activation, % at 7 µM; purified proKLK7, EDANS-DABCYL substrate fluorescence; 100% is mature enzyme control, 0% vehicle; P49862;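 active = activation above the mean of all tested compounds plus 3 SD, computed per campaign excluding outliers beyond control limits, cut at about 13% in these data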
Target sequence (P49862 whole entry, looked up): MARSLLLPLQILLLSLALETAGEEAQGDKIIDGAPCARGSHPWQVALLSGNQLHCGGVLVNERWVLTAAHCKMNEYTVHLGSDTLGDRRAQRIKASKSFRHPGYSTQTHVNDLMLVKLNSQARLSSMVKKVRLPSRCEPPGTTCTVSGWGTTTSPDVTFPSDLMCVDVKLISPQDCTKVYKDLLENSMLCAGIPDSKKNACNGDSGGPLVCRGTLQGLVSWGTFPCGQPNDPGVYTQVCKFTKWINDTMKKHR
* hit, by the source's call; i = inactive; . = no result given.

The first 10 entries, ahead of the listing:
SMILES | GC-B act | DDE Tn6 FP inh | ADAM10 inh | ASAP1 inh | FXN GAA850 act | rCAG RNA binder | ARFGAP1 inhibitor | sPLA2-III inh | GC-A act | proKLK7 act
COc1cccc(-c2cc(C(F)(F)F)nc(-n3cccn3)n2)c1 | -12 | 9 | -39 | -13 | -1.0 | 1 | 0 | 3 | -30 | -3.7
CS(=O)(=O)N1CCc2cc(C(=O)N3CCN(c4ccccc4)CC3)ccc21 | 7 | -1 | -7 | 1 | 0.3 | -3 | 8 | -1 | -1 | 0.2
COc1ccc(/C=N/NC(=O)COc2ccc(Cl)cc2Cl)cc1Cn1nc(C)cc1C | 5 | -5 | -8 | -7 | -1.6 | 16 | 4 | -1 | -3 | -1.2
Cc1cc(C)c(O)c(-c2cc(C(=O)NCc3ccccc3)[nH]n2)c1 | -4 | 9 | 7 | 2 | -0.6 | 9 | 8 | -28 | 4 | 0.2
O=c1oc(Cl)c(Cl)c2ccccc12 | 3 | -8 | 10 | -1 | 0.4 | 2 | 5 | 4 | 5 | -0.2
CCCN1C(=O)c2ccccc2NC1c1ccc(C)cc1 (stereo not given) | -6 | 4 | i | 3 | 0.3 | -5 | -19 | 0 | -2 | 14*
COc1ccc(-c2nc(NC(=O)c3ccco3)sc2C)cc1 | -2 | 3 | -24 | -4 | 3.0 | 3 | -1 | 9 | 2 | 1.4
CC(=O)Nc1cc(-c2cccc(C(=O)NCCN(C)C)c2)cn2c(-c3ccc(F)c(Cl)c3)cnc12 | 1 | -3 | -5 | 1 | -1.9 | 6 | -5 | -18 | -1 | -0.4
O=C(Nc1ncc(C(F)(F)F)cc1Cl)C1COc2ccccc2O1 (stereo not given) | 1 | 4 | 3 | -10 | 0.9 | -7 | 4 | -10 | 2 | 0.8
O=C(Cn1cccc1C(=O)c1ccccc1)NCc1ccccc1 | -5 | -6 | -6 | 3 | -1.9 | -2 | 5 | -3 | -3 | 0.3

The listing (from the top)
SMILES | GC-B act | DDE Tn6 FP inh | ADAM10 inh | ASAP1 inh | FXN GAA850 act | rCAG RNA binder | ARFGAP1 inhibitor | sPLA2-III inh | GC-A act | proKLK7 act
COc1cccc(-c2cc(C(F)(F)F)nc(-n3cccn3)n2)c1 | -12 | 9 | -39 | -13 | -1.0 | 1 | 0 | 3 | -30 | -3.7
CS(=O)(=O)N1CCc2cc(C(=O)N3CCN(c4ccccc4)CC3)ccc21 | 7 | -1 | -7 | 1 | 0.3 | -3 | 8 | -1 | -1 | 0.2
COc1ccc(/C=N/NC(=O)COc2ccc(Cl)cc2Cl)cc1Cn1nc(C)cc1C | 5 | -5 | -8 | -7 | -1.6 | 16 | 4 | -1 | -3 | -1.2
Cc1cc(C)c(O)c(-c2cc(C(=O)NCc3ccccc3)[nH]n2)c1 | -4 | 9 | 7 | 2 | -0.6 | 9 | 8 | -28 | 4 | 0.2
O=c1oc(Cl)c(Cl)c2ccccc12 | 3 | -8 | 10 | -1 | 0.4 | 2 | 5 | 4 | 5 | -0.2
CCCN1C(=O)c2ccccc2NC1c1ccc(C)cc1 (stereo not given) | -6 | 4 | i | 3 | 0.3 | -5 | -19 | 0 | -2 | 14*
COc1ccc(-c2nc(NC(=O)c3ccco3)sc2C)cc1 | -2 | 3 | -24 | -4 | 3.0 | 3 | -1 | 9 | 2 | 1.4
CC(=O)Nc1cc(-c2cccc(C(=O)NCCN(C)C)c2)cn2c(-c3ccc(F)c(Cl)c3)cnc12 | 1 | -3 | -5 | 1 | -1.9 | 6 | -5 | -18 | -1 | -0.4
O=C(Nc1ncc(C(F)(F)F)cc1Cl)C1COc2ccccc2O1 (stereo not given) | 1 | 4 | 3 | -10 | 0.9 | -7 | 4 | -10 | 2 | 0.8
O=C(Cn1cccc1C(=O)c1ccccc1)NCc1ccccc1 | -5 | -6 | -6 | 3 | -1.9 | -2 | 5 | -3 | -3 | 0.3
CCOC(=O)CSc1nc2c(c(=O)[nH]c(=O)n2C)n1CCc1ccccc1 | -1 | -1 | -2 | 7 | -0.3 | 3 | -1 | 12 | -4 | -0.4
N/C(=N\OC(=O)Cc1ccccc1[N+](=O)[O-])c1ccccn1 | 0 | -2 | 4 | -11 | 3.5 | -1 | 7 | -11 | 0 | -0.4
COc1ccc(CN2C(=O)CN(S(C)(=O)=O)CC2(C)C(=O)NC(C)C)cc1OC (stereo not given) | 7 | 5 | -18 | -12 | . | 0 | -3 | 12 | -4 | 0.0
Nc1nc2c(ncn2[C@H]2C[C@H](O)[C@@H](CO)O2)c(=O)[nH]1 | 25 | 3 | -7 | 4 | 3.6 | 1 | -8 | 11 | 26 | -0.3
CSc1ccc(/C=C/C(=O)OCC(=O)N(C)CCC#N)cc1 | -1 | 2 | -417 | 1 | 1.6 | -1 | 6 | -1 | 2 | 7.4
COC(=O)c1c(O)cc(=O)n2c1CCCCC2 | 4 | -3 | 1 | -3 | 1.5 | -2 | 9 | 0 | 0 | 0.1
c1ccc(N2CCOCCOCCOCCOCCOCC2)cc1 | 2 | 0 | -2 | -1 | -0.6 | -5 | -3 | 3 | 0 | -0.2
Cn1cnc(C(=O)N2CCN(c3ccccc3)CC2)c1C(=O)N1CCN(c2ccccc2)CC1 | 0 | 2 | -2 | 5 | 1.5 | -3 | -7 | 5 | -1 | 0.1
Cc1nnc(NC(=O)c2sc3ccccc3c2Cl)s1 | -2 | 0 | -4 | -2 | 3.7 | 11 | 1 | -16 | 5 | -0.9
CSc1ncccc1C(=O)N1CCN(S(=O)(=O)c2ccc3ccccc3c2)CC1 | -10 | -3 | -5 | -7 | 1.5 | 1 | 11 | 1 | -23 | 0.2
Cc1cccc(-n2c(-c3ccncc3)n[nH]c2=S)c1C | -1 | 8 | -6 | 6 | -0.7 | 2 | 2 | 2 | 2 | 0.1
COc1ccc(-c2nc(CS(=O)CC(=O)NCc3ccc(F)cc3)c(C)o2)cc1 (stereo not given) | -2 | 6 | -1 | 5 | 1.5 | 0 | 1 | -3 | 0 | -0.1
COc1cccc(N(CC(=O)Nc2cccnc2)S(C)(=O)=O)c1 | 3 | 0 | -1 | -4 | 0.0 | -2 | 7 | 1 | 0 | 0.1
Cc1nn(CC2CC2)c(=O)n1-c1ccc(F)cc1 | 2 | 0 | -3 | -8 | -0.8 | -1 | 3 | 2 | -3 | -0.8
CCOC(=O)N1CCN(CC(O)COCc2ccc(Cl)cc2)CC1 (stereo not given) | -1 | 1 | 8 | -4 | -0.8 | -7 | 4 | 4 | 4 | 0.0
CC(C)(C)OC(=O)NCCc1ccccc1/C=C/S(=O)(=O)NCc1ccc(F)cc1 | -2 | -2 | -4 | . | . | 4 | . | -2 | -2 | -0.2
Cc1cccc(C(=O)NNC(=O)CN2C(=O)c3ccccc3C2=O)c1 | -2 | 17* | -2 | -2 | 0.3 | 0 | 4 | -2 | 2 | 0.1
COc1ccc(NC(=O)N2CCCCCC2)cc1 | 6 | -2 | -4 | -14 | 3.8 | -1 | -2 | -1 | -1 | -0.5
COc1ccc(N(CC(=O)NCc2cccc(OC)c2)S(=O)(=O)c2c(C)noc2C)cc1 | -3 | -5 | 5 | 2 | -2.3 | -5 | 14 | -1 | -3 | -0.3
CCN(CC)C(=O)c1nc[nH]c1C(=O)N1CCC(C)CC1 | -2 | 6 | -6 | -1 | -1.6 | 2 | -12 | -8 | 0 | -0.3
O=C(O)c1cccc(S(=O)(=O)N(Cc2ccccc2)c2ccc(Cl)cc2)c1 | 3 | 0 | 5 | 1 | -1.3 | 38* | 6 | -19 | 1 | -0.2
NC(=O)C1CCN(C(=O)CN2C(=O)c3ccccc3S2(=O)=O)CC1 | 4 | -1 | -2 | 1 | 0.7 | 2 | -1 | 3 | 3 | -0.1
COc1ccc(OC)c(C(c2nnnn2CC2CCCO2)N2CCN(C)CC2)c1 (stereo not given) | -1 | -7 | 1 | -1 | 1.8 | -1 | 8 | 6 | -7 | -0.7
COc1ccc(CNC(=O)COC(=O)c2cc3ccccc3o2)cc1 | -1 | -2 | -6 | -5 | 0.2 | 3 | -6 | 4 | 1 | 0.1
CCCOc1ccc(-c2nc(N3CCN(C)CC3)c3ccccc3n2)cc1 | -5 | 12 | -63 | 4 | 5.6 | -1 | 20 | 1 | -2 | 0.3
Cc1ccc(CN2CCN(Cc3cnc(N(C)C)s3)CC2CCO)o1 (stereo not given) | -5 | -6 | 2 | -1 | 0.4 | -7 | 5 | 10 | 2 | 0.3
CN(C(=O)CC(NC(=O)c1ccccc1Cl)c1ccccc1)c1ccccc1 (stereo not given) | -16 | 5 | 6 | -12 | -1.1 | -4 | -1 | 1 | -24 | -0.1
O=C(COC(=O)C1CC2C=CC1C2)Nc1ccccc1F (stereo not given) | 1 | 2 | -9 | 6 | -0.4 | -6 | -3 | -1 | -5 | -0.3
CCc1ccc(OCc2nnc(NC(=O)c3cccs3)s2)cc1 | 3 | 2 | 1 | -12 | 0.3 | 3 | -8 | -5 | 2 | -0.1
Cc1nc(NS(=O)(=O)c2ccccc2C)c2c3c(sc2n1)CCC3 | 0 | 6 | -73 | 0 | . | 17 | -5 | -8 | -4 | 0.5

Look-ups from the entries so far.
In ARFGAP1 inhibitor, COC(=O)c1c(O)cc(=O)n2c1CCCCC2 has the entry 9
In sPLA2-III inh, CC(=O)Nc1cc(-c2cccc(C(=O)NCCN(C)C)c2)cn2c(-c3ccc(F)c(Cl)c3)cnc12 has the entry -18

Following part
SMILES | GC-B act | DDE Tn6 FP inh | ADAM10 inh | ASAP1 inh | FXN GAA850 act | rCAG RNA binder | ARFGAP1 inhibitor | sPLA2-III inh | GC-A act | proKLK7 act
Oc1ccccc1/C=N/Nc1ccnc(SCc2ccccc2)n1 | -6 | -4 | -2 | -3 | 2.6 | 14 | 3 | 1 | -3 | 0.1
O=C(Nc1ccccc1)c1nc[nH]c1C(=O)NCCCCNC(=O)c1[nH]cnc1C(=O)Nc1ccccc1 | -6 | -7 | 2 | -3 | 1.7 | 2 | -1 | -9 | -4 | 0.0
CCCCn1c(N)c(N(CCOC)C(=O)COC(=O)CCOc2ccccc2C)c(=O)[nH]c1=O | -2 | -5 | -4 | 6 | -2.5 | -4 | 20 | 12 | 2 | 0.3
CSc1ccc(C(=O)C2CCCN(C(=O)CCn3cncn3)C2)cc1 (stereo not given) | 1 | -2 | -3 | -11 | -0.5 | -2 | 0 | 0 | 1 | -0.3
CCOc1ccc(NC(=O)CSc2nnnn2C2CC2)cc1S(=O)(=O)N1CCCC1 | 3 | 2 | -4 | 10 | 2.0 | 6 | -4 | -1 | -2 | -0.1
COc1ccc(Cc2c(-c3ccccc3)nc3ccc(Br)cn23)c(C)c1 | 4 | -3 | -17 | -7 | . | 20 | 5 | -6 | 0 | -0.2
CCC(c1nnnn1CCOC)N1CCN(Cc2ccccc2)CC1 (stereo not given) | -3 | 2 | -4 | -19 | -3.1 | -1 | -12 | -6 | 1 | 0.0
CC1(C)CC[C@]2(C(=O)O)CC[C@]3(C)C(=CCC4[C@@]5(C)CC[C@H](O)C(C)(C)C5CC[C@]43C)C2C1 (stereo not given in full) | 3 | 0 | 2 | 10 | 2.8 | 1 | -2 | 2 | -5 | -0.3
Cc1cc(C)nc(SCC(=O)Nc2ccnc3ccccc23)n1 | -1 | -4 | 3 | 9 | -3.6 | -1 | 9 | 1 | -2 | 0.7

Screens (PubChem BioAssay)
